# Assay outcomes (PubChem BioAssay)
# AP ELISA ortho – alternative complement pathway inhibitors, primary screen, biochemical, ELISA, human serum, orthogonally pooled compounds; LPS-coated ELISA, C3 deposition; tested in compound mixtures; inhibition, % at 5 µM; 62,000 compounds, 0.08% hits; AID 1235, 2008;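 active means inhibition above 30% in each of the two pooled mixtures holding the compound, so the lower value exceeds 30%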;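 further: 0% = serum in Mg-EGTA without compound and 100% = EDTA serum blank; some compounds past the cut are filed as inactive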
#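 Test system: human serum alternative complement pathway, C3 deposition on LPS-coated wells; also added: Plate-bound LPS; doses: 5 µM per compound in ten-compound mixtures; schedule: 1 h at 37 °C; detection: Anti-C3 ELISA, OD 450 nm; evaluation: percent inhibition of C3 deposition onto LPS; repeats: two pool placements per compound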
# Cdc25B block – inhibitors of Cdc25B phosphatase catalytic domain, primary screen, biochemical, OMFP fluorescence; 65,000 compounds, 0.1% hits; inhibition, %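 (compounds tested at 10 µM final in the well)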; recombinant Cdc25B, OMFP fluorescence Ex485/Em525; M-phase inducer phosphatase 2 (Homo sapiens), P30305; in the data active means inhibition above about 50%
# Target sequence (P30305 whole entry, looked up, the tested form may be a part): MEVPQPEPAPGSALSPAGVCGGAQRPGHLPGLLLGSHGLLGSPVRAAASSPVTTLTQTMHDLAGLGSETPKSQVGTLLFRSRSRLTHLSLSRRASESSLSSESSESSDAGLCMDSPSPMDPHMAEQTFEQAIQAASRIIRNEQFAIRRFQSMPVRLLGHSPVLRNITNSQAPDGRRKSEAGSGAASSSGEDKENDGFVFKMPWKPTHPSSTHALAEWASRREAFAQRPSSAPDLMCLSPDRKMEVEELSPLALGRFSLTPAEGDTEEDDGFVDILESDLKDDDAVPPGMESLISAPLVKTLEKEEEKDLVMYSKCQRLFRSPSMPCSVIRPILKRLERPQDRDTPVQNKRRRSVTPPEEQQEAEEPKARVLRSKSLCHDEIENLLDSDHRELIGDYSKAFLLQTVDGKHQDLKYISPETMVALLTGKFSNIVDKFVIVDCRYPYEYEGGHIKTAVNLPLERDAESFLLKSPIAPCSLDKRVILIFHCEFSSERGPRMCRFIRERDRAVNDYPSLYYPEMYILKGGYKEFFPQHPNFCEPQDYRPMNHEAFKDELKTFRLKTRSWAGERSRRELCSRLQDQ
# Hsp90 block – tumor Hsp90 inhibitors, primary screen, cell lysate, fluorescence polarization, NCI-N417 lysate; Heat shock protein HSP 90-alpha (Homo sapiens), P07900; Cy3B-geldanamycin FP displacement; inhibition, % at 30 µM; 64,000 compounds, 0.35% hits; AID 429, 2006;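 active means inhibition above 50%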;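 further: 0% = tracer plus lysate wells and 100% = tracer alone without lysate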
# Abs 340nm – compound light absorbance at 340 nm, profiling panel, artefact control, biochemical, MLSMR library, data from PS, PMK, MK assays | compound absorbance at 340 nm, fold over control | fold change at 10 µM | 65,000 tested, under 10 active | AID 708, 2007;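 active means at 10 µM dose, initial 340 nm absorbance at least 2 fold that of control wells; inactive means change under 2 fold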;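 further: initial absorbance extrapolated from kinetic A340 decline of NADH oxidation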
# FXIIa inh mix – human factor XIIa inhibitors, primary screen, biochemical, pooled compound mixtures, fluorogenic substrate | Coagulation factor XII (Homo sapiens), P00748 | 62,000 compounds, 0.2% hits | purified FXIIa | inhibition, % at 5 µM;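 further: 0% = enzyme without compound and 100% = no enzyme blank; some results filed as inactive read as strong as hits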
# DUSP1 inh – MKP-1 phosphatase inhibitors, primary screen, biochemical, in vitro; recombinant MKP-1, OMFP hydrolysis fluorescence; AID 374, 2006; 65,000 compounds, 0.15% hits; Dual specificity protein phosphatase 1 (Homo sapiens), P28562; inhibition, %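 (compounds tested at a single concentration somewhere between 10 and 100 µM)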;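 active means inhibition above about 50%, limit read from the data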;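 further: 0% = DMSO max control wells and 100% = wells with enzyme stopped by NaOH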
# JNK3 inh – JNK3 kinase activity inhibitors, primary screen, biochemical, human, purified enzyme; Mitogen-activated protein kinase 10 (Homo sapiens), P53779; 60,000 compounds, 0.61% hits; inhibition, % at 8 µM; HTS; in the data active means inhibition above about 17%;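 further: 0% = DMSO and 100% = reference inhibitor; many of its hits are not listed in these tables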
# Target sequence (P53779 whole entry, looked up): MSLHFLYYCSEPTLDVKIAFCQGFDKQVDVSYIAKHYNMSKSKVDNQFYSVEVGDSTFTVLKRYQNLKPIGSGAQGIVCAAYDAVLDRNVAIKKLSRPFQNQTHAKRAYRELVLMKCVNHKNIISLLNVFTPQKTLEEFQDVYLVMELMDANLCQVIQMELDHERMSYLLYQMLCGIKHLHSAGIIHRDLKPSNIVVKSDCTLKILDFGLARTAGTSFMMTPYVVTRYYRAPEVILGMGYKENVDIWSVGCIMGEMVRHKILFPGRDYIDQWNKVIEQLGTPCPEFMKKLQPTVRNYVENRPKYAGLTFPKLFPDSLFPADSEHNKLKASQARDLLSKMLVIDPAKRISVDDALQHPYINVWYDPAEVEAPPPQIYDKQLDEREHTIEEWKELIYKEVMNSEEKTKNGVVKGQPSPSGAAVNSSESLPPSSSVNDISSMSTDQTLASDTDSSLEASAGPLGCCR
# FXIa mix inh – FXIa protease inhibitors in compound pools, primary screen, biochemical, 10-compound mixtures. Coagulation factor XI (Homo sapiens), P03951. purified FXIa, fluorogenic substrate, pooled mixtures. inhibition, % at 5 µM. 62,000 compounds, 0.19% hits;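 further: each value is inhibition by a whole ten-compound pool holding the compound; 0% = enzyme with no mixture and 100% = wells lacking enzyme; strong numbers were not always called active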
# MMP-13 inhibitor – human MMP13 inhibitors, primary screen, biochemical, FRET peptide cleavage; 65,000 compounds, 0.07% hits; Collagenase 3 (Homo sapiens), P45452; inhibition, % at 4 µM; MMP-13 fTHP FRET cleavage, Mca fluorescence; AID 570, 2006;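 active means inhibition above the mean of compound-free control plate wells plus 3 SD, cut at about 14% in these data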;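 further: 0% = DMSO wells and 100% = wells with reference MMP-13 inhibitor after basal subtraction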
# Starred values were filed as active, the others as inactive; · = not tested or not shown; & = joins results of further samples. Unless noted, no stated cut-off is given here; in the data, active means inhibition above about 20% (passing the limit was not always enough); inactive means the rest. Compounds as they come, and some 1.5% of all compounds hit somewhere here.
SMILES,AP ELISA ortho,Cdc25B block,Hsp90 block,Abs 340nm,FXIIa inh mix,DUSP1 inh,JNK3 inh,FXIa mix inh,MMP-13 inhibitor
CN1CCN(C(=O)c2ccc(N(Cc3ccc(Cl)cc3)S(C)(=O)=O)cc2)CC1,8.4,-9.4,-3.2,0.99,0.5,-21.7,-4.4,4.4,10.0
COc1ccc(CNc2ccc(S(N)(=O)=O)cc2)c(OC)c1OC,12.1,-1.3,-0.7,1.02,-16.2,-16.8,-4.5,-27.3,-7.0
CC(C)NS(=O)(=O)c1ccc(CCC(=O)O)cc1,3.3,-5.6,-8.8,1.04,12.4,1.7,4.9,0.8,-0.4
CCOC(=O)C1CCN(c2c(NCCN3CCCCC3C)c(=O)c2=O)CC1 (stereo not given),16.8,-11.5,-2.1,1.04,-1.0,4.9,2.5,8.0,4.7
O=c1c2c3c(sc2nc2n1CCC2)CCC3,6.4,-1.4,-7.4,1.04,-3.4,4.3,·,1.8,2.3
Cc1cc(=O)[nH]c(SCCOc2ccc(OC(C)C)cc2)n1,-12.0,-1.2,-5.1,1.04,-15.1,-7.3,-1.9,2.2,-10.5
CC(=O)Nc1ccc(S(=O)(=O)n2nc(-c3ccc(C)cc3)nc2N)cc1,-6.2,-17.4,-6.1,1.03,2.6,-25.5,5.4,9.1,0.9
O=C(Nc1nnc(COc2ccc(Cl)cc2)s1)c1cccs1,5.1,-1.3,-1.3,1.04,7.0,15.0,-0.4,6.6,3.1
CN(C)C/C(Cl)=C(\Cl)c1ccccc1,·,6.4,-1.8,1.01,·,-25.9,4.6,·,0.3
CCCCOc1ccc(NC(=O)Cn2c(=O)ccc3c(C)cc(C)nc32)cc1,15.2,-3.7,-2.5,1.01,-0.7,21.9,·,8.4,6.5
CCn1c(SCC(=O)Nc2ccc3c(c2)OCO3)nnc1-c1ccccc1O,20.3,-7.4,12.5,0.99,-20.3,4.0,-0.4,-9.4,0.0
O=C(O)c1cc(Cl)c2ccccc2c1O,11.3,-6.7,6.9,1.09,0.9,3.1,2.3,-0.6,-24.6
O=S(=O)(NC1CC1)c1ccc(S(=O)(=O)N2CCCC(c3nc(-c4cccnc4)no3)C2)cc1 (stereo not given),-15.9,11.6,-4.1,1,1.4,10.2,8.7,-4.2,0.1
O=C(OCc1nc2ccccc2s1)C1CCN(C2=NS(=O)(=O)c3ccccc32)CC1,0.6,-5.5,-8.8,1.03,-15.7,-10.2,7.0,1.3,-3.0
O=C(c1ccccc1F)N1CCN(S(=O)(=O)c2ccc3c(c2)OCCO3)CC1,-5.2,-1.6,-2.8,1.02,0.8,-1.0,-10.1,3.9,3.8
CN=C(Nc1cc(C)nn1CCC#N)c1ccccc1F,11.5,-0.5,-0.7,1.01,4.9,-2.8,-0.9,2.5,5.4
COc1ccc(/C(O)=C2/C(=O)C(=O)N(CCCN(C)C)C2c2cccc(Cl)c2)cc1OC (stereo not given),·,-3.2,-1.6,1,·,14.3,3.0,·,-2.1
c1coc(-c2nnc(NC3=NCCC3)o2)c1,5.3,-4.2,0.6,1,2.0,-1.2,11.4,-1.9,2.8
Cc1nc2scc(-c3cccs3)c2c(=O)n1-n1cccc1,8.6,-7.1,1.0,1.07,0.7,-6.8,6.6,5.8,2.9
Cc1cccc2cc(CN(Cc3ccco3)C(c3nnnn3CCc3ccccc3)C(C)C)c(=O)[nH]c12 (stereo not given),15.1,-3.8,-15.2,1.02,9.3,9.9,-2.9,0.5,-0.3
Cc1nc2sccn2c(=O)c1CCN1CCC(=C(c2ccc(F)cc2)c2ccc(F)cc2)CC1,6.5,-5.6,-4.3&0.4,0.98,-66.0,17.7,4.6,-1.7,-7.5
O=C(Cn1ncn2c(cc3ccccc32)c1=O)NCc1ccco1,14.2,-3.0,-7.0,1.02,-17.1,34.6,-3.5,4.8,-10.2
CC(=O)c1ccc(N2CCN(C(=O)COc3ccc(F)cc3)CC2)c(F)c1,17.8,-15.4,-0.6,1.08,-1.3,3.4,-0.7,6.7,-9.1
CC1CCCN(Cc2nc3c(c(=O)n(C)c(=O)n3C)n2CC(N)=O)C1 (stereo not given),3.4,-12.3,-1.4,0.99,6.5,-26.7,1.4,1.2,-2.7
CCCCN(C)c1nc(-c2ccco2)c2c(c1C#N)CC(C)(C)OC2,-1.3,-5.9,-8.7,1.07,12.2,24.4,-0.8,-3.3,-8.2
c1ccc(CN2CCN(c3nc(-c4ccccn4)nc4ccccc34)CC2)cc1,·,18.8,-1.6,1.07,·,-2.1,2.4,·,-5.8
COC(=O)c1nnn(-c2nonc2N)c1CSc1nc2ccccc2s1,7.4,-6.8,2.0,1.05,4.3,-8.3,-0.6,7.8,0.2
O=C(CSc1nnc(-c2ccc(Cl)cc2)n1Cc1ccco1)c1cccs1,21.6,-11.1,-12.8,1.02,-4.9,1.3,-4.7,-0.1,-5.4
N#CC1(c2nc3ccccc3[nH]2)CC1c1ccc2c(c1)OCO2 (stereo not given),-8.1,-4.6,-2.1,1.05,11.9,0.1,0.3,3.6,4.1
COc1ccc(C(=O)N(CC(=O)NC(C)(C)C)c2ccc3c(c2)OCCO3)cc1OC,-6.8,0.3,-0.5,1.01,-2.5,-7.5,-0.2,-36.0,-2.1
COc1ccc(C2(CNC(=O)CCC(=O)O)CCCC2)cc1,9.3,-8.2,-2.8,1.04,-2.5,4.3,8.6,-3.2,-0.2
O=C(CCN1C(=O)C2C3C=CC(C3)C2C1=O)N1CC(=O)N(CCc2ccccc2)C(=O)C1 (stereo not given),-3.4,-4.4,-4.6,1.01,3.0,-3.9,-2.7,3.2,4.6
COc1ccccc1NC(=O)CN1CCN(c2ccccc2F)CC1,8.6,-10.2,-4.6,1,6.3,-3.4,5.5,3.6,6.7
Cc1ccccc1-c1nc(CS(=O)(=O)CC(=O)N2CCc3ccccc32)c(C)o1,9.9,-13.6,-2.8,1.03,1.6,0.9,-3.5,12.6,3.6
CCOC(=O)N1CCC(Nc2cccc(SC)c2)CC1,30.2,0.1,0.6,1.03,·,17.1,0.5,·,2.6
O=C(c1cnn2c1NC(c1ccco1)CC2C(F)(F)F)N1CCN(c2cccc(Cl)c2)CC1 (stereo not given),-1.1,-5.1,-4.1,0.98,-5.8,10.6,1.4,13.7,3.2
CCN(CC(=O)Nc1ccc2c(c1)OCCO2)C(=O)C1CCCCC1,-0.4,-7.6,·,1.02,0.8,2.2,·,1.7,4.9
Cc1ccc2nc(NC3=NCN(CCc4ccccc4)CN3)nc(C)c2c1,20.4,1.8,-2.6,1.06,8.5,19.6,-7.2,7.7,-5.5
CCCC(=O)Nc1nc2c(OC)ccc(OC)c2s1,21.5,-9.3,3.4,1.06,10.1,-0.1,0.3,2.7,2.6
CNC(=O)CSc1nnc(-c2ccncc2)n1Cc1ccccc1,23.9,-8.2,-4.8,1,4.2,0.3,3.3,-0.2,5.5

# Laid out differently: results already given
compound	AP ELISA ortho	Cdc25B block	Hsp90 block	Abs 340nm	FXIIa inh mix	DUSP1 inh	JNK3 inh	FXIa mix inh	MMP-13 inhibitor
N#CC1(c2nc3ccccc3[nH]2)CC1c1ccc2c(c1)OCO2 (stereo not given)	-8.1	-4.6	-2.1	1.05	11.9	0.1	0.3	3.6	4.1
COc1ccc(C(=O)N(CC(=O)NC(C)(C)C)c2ccc3c(c2)OCCO3)cc1OC	-6.8	0.3	-0.5	1.01	-2.5	-7.5	-0.2	-36.0	-2.1
COc1ccc(C2(CNC(=O)CCC(=O)O)CCCC2)cc1	9.3	-8.2	-2.8	1.04	-2.5	4.3	8.6	-3.2	-0.2
O=C(CCN1C(=O)C2C3C=CC(C3)C2C1=O)N1CC(=O)N(CCc2ccccc2)C(=O)C1 (stereo not given)	-3.4	-4.4	-4.6	1.01	3.0	-3.9	-2.7	3.2	4.6
COc1ccccc1NC(=O)CN1CCN(c2ccccc2F)CC1	8.6	-10.2	-4.6	1	6.3	-3.4	5.5	3.6	6.7
Cc1ccccc1-c1nc(CS(=O)(=O)CC(=O)N2CCc3ccccc32)c(C)o1	9.9	-13.6	-2.8	1.03	1.6	0.9	-3.5	12.6	3.6
CCOC(=O)N1CCC(Nc2cccc(SC)c2)CC1	30.2	0.1	0.6	1.03	·	17.1	0.5	·	2.6
O=C(c1cnn2c1NC(c1ccco1)CC2C(F)(F)F)N1CCN(c2cccc(Cl)c2)CC1 (stereo not given)	-1.1	-5.1	-4.1	0.98	-5.8	10.6	1.4	13.7	3.2
CCN(CC(=O)Nc1ccc2c(c1)OCCO2)C(=O)C1CCCCC1	-0.4	-7.6	·	1.02	0.8	2.2	·	1.7	4.9

# (further entries)
SMILES,AP ELISA ortho,Cdc25B block,Hsp90 block,Abs 340nm,FXIIa inh mix,DUSP1 inh,JNK3 inh,FXIa mix inh,MMP-13 inhibitor
Oc1c(/C=N/c2ncn[nH]2)ccc2ccccc12,4.2,-7.4,20.9,1.03,4.3,-0.9,-1.9,2.1,4.4
CC(CCc1ccccc1)NC(=O)C1CCCN(c2nnc(-n3cccc3)s2)C1 (stereo not given),5.8,-13.1,-4.3,0.99,6.3,-0.5,4.7,-0.1,4.0
COc1ccc(C=NCCC2(O)CC(C)N(C)CC2C)cc1 (stereo not given),7.2,-19.1,2.2,1.03,1.9,-21.0,-3.9,5.7,2.1
c1cc(-c2nnc(-c3ccncc3)o2)ccn1,15.1,-19.1,1.4,1.03,0.2,12.2,0.6,2.7,0.3
COCCN(CCOC)S(=O)(=O)c1ccc(C(=O)Nc2nnc(C3CC3)o2)cc1,6.8,-6.6,0.1,0.99,7.8,-6.3,0.4,18.9,-1.9
Cc1nn(CC(=O)O)c2ccccc12,1.7,-7.9,-0.9,1,2.9,13.7,-0.1,1.2,-1.1
COc1ccc(Br)cc1CNC(=O)C1CCN(S(=O)(=O)N2CCCCC2)CC1,-1.0,-8.1,-0.6,1,8.5,9.2,-10.3,0.9,2.2
CN1CCN(c2nc3ccccc3nc2C(C#N)C(=O)OC2CCCCC2)CC1 (stereo not given),1.2,-1.6,-17.4,1.01,7.1,14.8,5.6,4.3,2.9
CSC1=NCCN1C(=O)c1c(-c2ccccc2Cl)noc1C,5.6,-13.6,3.8,1.05,8.6,4.4,-2.6,-35.4,6.6
O=C(CSc1nnc(-c2ccncc2)n1Cc1ccco1)c1ccc(Cl)cc1,-11.3,-6.1,-11.5,1.02,-14.6,12.6,-4.7,4.6,0.1
COCCNC(=O)Cn1cc2c(n1)CCC(C)C2 (stereo not given),-1.7,-7.6,-2.1,1.05,11.8,2.6,4.4,-4.7,-5.9
Cn1c(-c2ccc(F)cc2)cnc1SCC(=O)N1CCCCC1,4.5,-19.2,0.7,1,11.0,-22.1,-6.2,-3.8,2.0
